TCR-CD3 inh = inhibitors of human TCR-CD3 interaction, primary screen, biochemical, fluorescence, TAMRA-labeled TCR probe. T-cell receptor (TCR). hit rate 0.37% among 360,000. AID 651800, 2012. inhibition, % at 9.4 µM; in the data active means inhibition above about 19%;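 further: recombinant mutant TCR 2C K166C tagged with TAMRA read by polarization; 0% = receptor in buffer alone and 100% = receptor with positive control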
NPR2 activator = human GC-B receptor activators, primary screen, HEK293 GC-B cells, cGMP TR-FRET, EC30 CNP | 0% at EC30 CNP, 100% saturating CNP | activation, % at 10 µM | hit rate 0.11% among 370,000 | Atrial natriuretic peptide receptor 2 (Homo sapiens), P20594 | AID 1920062, 2024;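 active means activation at 10 µM reaching about 35% in either raw or pattern-adjusted values, limit read from the data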
Target sequence (P20594 whole entry, looked up): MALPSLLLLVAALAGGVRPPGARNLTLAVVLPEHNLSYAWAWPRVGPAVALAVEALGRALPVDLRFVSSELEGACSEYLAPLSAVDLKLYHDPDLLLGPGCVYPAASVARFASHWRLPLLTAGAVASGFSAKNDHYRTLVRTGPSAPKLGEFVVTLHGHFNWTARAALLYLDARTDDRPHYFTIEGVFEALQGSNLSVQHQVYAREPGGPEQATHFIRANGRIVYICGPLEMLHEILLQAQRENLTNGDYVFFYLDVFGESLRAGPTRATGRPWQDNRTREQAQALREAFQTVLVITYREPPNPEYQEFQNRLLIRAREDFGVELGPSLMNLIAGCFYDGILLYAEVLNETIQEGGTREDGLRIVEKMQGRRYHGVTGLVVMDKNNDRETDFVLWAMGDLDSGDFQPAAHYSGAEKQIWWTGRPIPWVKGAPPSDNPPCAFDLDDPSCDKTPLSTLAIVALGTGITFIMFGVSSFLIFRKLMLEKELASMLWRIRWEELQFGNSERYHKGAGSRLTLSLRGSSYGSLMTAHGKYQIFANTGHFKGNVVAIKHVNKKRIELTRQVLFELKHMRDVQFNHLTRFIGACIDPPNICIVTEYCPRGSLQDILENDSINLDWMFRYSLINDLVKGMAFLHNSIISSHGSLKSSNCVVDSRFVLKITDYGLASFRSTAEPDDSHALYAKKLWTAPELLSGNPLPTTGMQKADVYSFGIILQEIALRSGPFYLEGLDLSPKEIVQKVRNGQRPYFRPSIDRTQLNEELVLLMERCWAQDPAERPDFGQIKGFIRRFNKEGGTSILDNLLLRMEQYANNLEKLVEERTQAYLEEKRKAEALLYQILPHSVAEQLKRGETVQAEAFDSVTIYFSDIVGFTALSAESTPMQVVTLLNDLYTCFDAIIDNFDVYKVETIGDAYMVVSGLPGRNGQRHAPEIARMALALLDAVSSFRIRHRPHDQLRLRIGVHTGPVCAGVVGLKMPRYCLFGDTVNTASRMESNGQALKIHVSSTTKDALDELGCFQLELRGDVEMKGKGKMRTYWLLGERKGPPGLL
MBD2 DNA inh = inhibitors of MBD2 binding to methylated DNA, primary screen, biochemical, TR-FRET, DNA-binding domain, human; AID 686964, 2013; hit rate 0.31% among 370,000; inhibition, % at 4.4 µM; MBD2 binding to methylated oligonucleotide; in the data active means inhibition above about 13%
HTRA1 inh = HTRA1 serine protease inhibitors, primary screen, biochemical, fluorescence polarization, HTS; Q92743; recombinant HTRA1, FP-rhodamine activity-based probe; inhibition, % at 5.96 µM; hit rate 0.5% among 340,000; AID 504803, 2011; in the data active means inhibition above about 36%;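 further: 0% = enzyme with DMSO and 100% = wells lacking enzyme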
rCAG binder = binders of r(CAG) RNA repeats, primary screen, biochemical, fluorescence; r(CAG) RNA repeat, TO-PRO-1 dye displacement fluorescence; inhibition, % at 3 µM; hit rate 1.3% among 370,000; AID 651821, 2012;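 active means inhibition above the plate cutoff, the mean of all test compounds on that plate plus 3 SD, cut at about 35% in these data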;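 further: 0% = DMSO alone and 100% = 100 µM mitoxantrone as full dye displacement; higher means more dye released from RNA so lower well fluorescence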
NPR1 activator = GC-A stimulated cGMP production enhancers – HEK293 GC-A cells, cGMP TR-FRET, EC30 ANP, primary screen; 0% at EC30 ANP, 100% saturating ANP; activation, % at 10 µM; hit rate 0.14% among 370,000; in the data active means activation above about 40%
SIAE inh = human SIAE inhibitors, primary screen, biochemical, fluorescence polarization, FP-Rh probe, 1536-well HTS | inhibition, % at 9.66 µM | Sialate O-acetylesterase (Homo sapiens), Q9HAT2 | hit rate 0.69% among 370,000 | SIAE FP-Rh probe binding;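 active means inhibition above a cutoff: mean of compounds within the control limits plus 3 SD of those, cut at about 17% in these data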;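 further: 0% = plate median of compound wells and 100% = probe without SIAE protein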
UHRF1 MBD2 ctr = UHRF1 methylated DNA binding inhibitors, primary screen, counter-screen for MBD2 inhibitor project, biochemical, TR-FRET, human UHRF1, single concentration; E3 ubiquitin-protein ligase UHRF1 (Homo sapiens), Q96T88; UHRF1 binding to methylated oligo; inhibition, % at 4.4 µM; hit rate 0.75% among 370,000; AID 687016, 2013; in the data active means inhibition above about 21%;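 further: UHRF1 SRA domain binding a hemimethylated CpG hairpin DNA probe; 0% = median of test compound wells and 100% = reference inhibitor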
PRMT1 inh = PRMT1 methyltransferase inhibitors, primary screen, biochemical, fluorescence polarization; recombinant PRMT1, activity-based probe fluorescence polarization; hit rate 1.3% among 370,000; Protein arginine N-methyltransferase 1 (Homo sapiens), Q99873; inhibition, % at 2.79 µM;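 active means inhibition above about 21% made by adding two undisclosed values, limit read from the data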
ABHD4 inh = ABHD4 inhibitors, primary screen, biochemical, fluorescence polarization, mouse. inhibition, % at 8.92 µM. hit rate 0.54% among 370,000. purified mABHD4, FP-Rh probe fluorescence polarization. (Lyso)-N-acylphosphatidylethanolamine lipase (Mus musculus), Q8VD66;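 active means inhibition exceeding the mean over every tested compound plus 3 SD, cut at about 30% in these data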;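 further: 0% = plate median of compound wells and 100% = S159A mutant with DMSO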
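Material: mouse ABHD4 enzyme, wild type; Benchmarks: S159A mutant high control, sample median low control; Buffer or medium: HEPES pH 7.0, NaCl, Pluronic buffer; Signal: fluorescence polarization; Read-out: percent inhibition of probe binding, normalized to plate controls; Timing: pre-incubation 45 min, probe exposure 60 min, at 25 °C; Dosing: 8.92 µM, single dose.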
The depositor's hits bear a star; / = not tested or not shown. Not all compounds are listed; count on the stated rates, not on these rows.

SMILES	TCR-CD3 inh	NPR2 activator	MBD2 DNA inh	HTRA1 inh	rCAG binder	NPR1 activator	SIAE inh	UHRF1 MBD2 ctr	PRMT1 inh	ABHD4 inh
Cc1ccc2c(c1)[C@H]1[C@H](CO2)[C@H](c2ccccc2)[C@]2(C)C(=O)Nc3ccc(Cl)cc3C(=O)N12	-1	0	10	-45	20	-10	-56	4	3	-69
COc1ccccc1N1CCN(C(=O)CC(NC(=O)c2ccccc2Cl)c2ccccc2)CC1 (stereo not given)	-5	2	0	-4	-5	0	4	0	1	2
Cn1nc(-c2ccc(C(=O)N3CCN(Cc4ccccc4)CC3)cc2)c2ccccc2c1=O	1	3	-7	-17	-6	-3	0	-4	-7	-5
Cc1ccc2sc(N(CCCN(C)C)C(=O)CN3C(=O)c4ccccc4C3=O)nc2c1C	3	-10	-1	-10	18	-2	-6	1	-2	-2
COc1ccc(N2CCN(C(CNC(=O)C(=O)NCCCO)c3ccco3)CC2)cc1 (stereo not given)	-1	-2	2	1	-6	0	6	1	-4	4
Cc1ccc(N=C2NC(=O)/C(=C/C=C/c3ccco3)S2)cc1C	-3	-3	5	17	58*	-13	28*	13	16	3
COc1ccccc1CN1C[C@@H]2C[C@@H](c3[nH]c4c(C)cccc4c3C)N3CCC[C@@]23C1=O	-2	-3	1	-3	-2	-2	5	2	-1	7
CCOc1ccccc1NC(=O)CN1c2cccc3cccc(c23)S1(=O)=O	-4	-6	1	-19	18	-5	2	2	9	-15
CCN1CCN(CC(=O)Nc2cc(C)on2)CC1	1	1	4	5	-2	0	4	0	-4	10
COC(=O)CNc1nc(-c2cccnc2)nc2ccccc12	-8	6	-1	2	5	7	-5	-1	2	4
COc1cc(=O)[nH]c(SCC(=O)Nc2nc3c(s2)CCCC3)n1	-9	1	-1	1	9	-4	6	2	6	5
Cc1c(Cl)cccc1NC(=O)CCC(=O)NNC(=O)c1ccccc1	0	1	6	5	-3	0	-2	3	3	-6
O=C(Cn1nnc(N2CCCCC2)n1)NN=Cc1ccccc1O	-5	4	-1	/	5	3	1	3	-1	-7
CC1C(c2ccccc2)N(C)C(c2ccccc2)CC1(O)c1ccc(F)cc1 (stereo not given)	6	3	4	-13	-6	0	-4	0	0	-15
Cc1ccc(CCNC(=O)Cn2ncc3c([nH]c4ccccc43)c2=O)cc1	-8	7	4	-3	2	-4	-1	0	-1	5
CC1CCC2(CC1)NC(=O)N(NC(=O)c1ccc(OC(C)C)cc1)C2=O (stereo not given)	3	0	1	-6	-5	5	0	3	7	-8
CCCCCCN1C[C@H](O)[C@@H](n2cc(COC(=O)c3ccccc3)nn2)C[C@@H]1c1ccc(Cl)cc1	-9	-3	2	-60	6	-10	-10	0	-2	-1
CCC(=O)N1CCN(c2ccc(NC(=O)c3cccs3)cc2)CC1	0	-11	-1	-3	0	-2	-1	-1	1	-1
CNC(=S)NCCCc1ccccc1	8	2	-3	0	-2	0	2	-1	-3	-2
O=S(=O)(c1ccc(=S)[nH]c1)N1CCOCC1	7	7	-3	7	3	3	6	-1	11	4
CN1C(=S)SC(C)(C)C1NO (stereo not given)	3	1	-7	2	2	6	-4	-2	1	-3
Cc1ccccc1OCc1nc2ccccc2c(=O)n1/N=C/c1cccc([N+](=O)[O-])c1	-1	-5	5	-10	0	-6	-8	1	1	-2
O=C(CCS(=O)(=O)c1ccccc1)N1CCN(c2ccccc2)CC1	-5	-1	6	-3	-8	0	4	-1	0	7
O=C(Cn1ncc(Cl)c(Cl)c1=O)Nc1ccc2c(c1)OCO2	1	-3	1	-6	15	0	-6	-5	7	-1
CNC(=S)N=Nc1c(O)[nH]c2ccc(C(C)C)cc12	8	-5	0	-19	7	-3	3	-2	3	2
CCN(CC)c1ccc(C=Nc2cccc(S(=O)(=O)N3CCOCC3)c2)c(O)c1	-1	-3	0	-4	0	2	-5	-5	-3	7
COCCCNCCCOc1ccc(C(C)(C)c2ccccc2)cc1	-3	2	3	6	0	-2	3	4	4	13
CCCN(CCC)S(=O)(=O)c1ccc(C(=O)Nc2cccnc2)cc1	-1	-9	6	-9	-2	0	-4	5	2	0
c1ccc(COCC2CCNCC2)cc1	-6	6	3	2	1	-1	-4	3	2	8
Cc1cc(NC(=O)Cn2cnc3sccc3c2=O)no1	-3	2	1	-3	3	2	-1	1	4	5
Cc1cc(C)n(CC(O)Cn2cnc3c2c(=O)n(C)c(=O)n3C)n1 (stereo not given)	-2	5	2	2	3	0	-4	3	3	6
CCC(=O)c1cn([C@@H](CCC(OC)OC)CC(=O)OC(C)(C)C)cc1CC	-3	-1	-2	0	-6	-4	1	-1	-3	-2
CS(=O)(=O)N(CC(=O)N1CCOCC1)c1ccc2c(c1)OCO2	-5	5	3	2	3	-10	-2	4	-1	-10
CCOc1ccccc1N1CCN(C(=O)c2ccccc2)CC1	6	3	-6	5	-3	0	8	-2	0	5
COc1ccc(NC(=O)C2CCCC2)cn1	-5	1	1	-1	-1	2	-3	-2	1	4
CCCCOc1ccc(C(=O)Nn2cnnc2)cc1	5	3	4	-2	2	8	-4	0	2	2
O=C1CC(Nc2cc(=O)[nH]c(=O)[nH]2)C(=O)N1c1ccccc1Cl (stereo not given)	5	3	3	6	-1	6	7	-2	-2	2
O=C(CSCc1ccc(Cl)cc1Cl)Nc1ccccc1C(=O)Nc1ccc(C(=O)O)cc1	3	-8	3	-2	8	-4	-5	1	1	-21
Cn1ccnc1C(=O)O[C@@H]1CCC[C@@]2(C(=O)N(Cc3ccccc3)c3ccccc32)[C@H]1NC(=O)CCc1ccccc1	/	-1	-4	/	4	-7	-5	1	-3	-1
COc1ccc(CCNC(=O)/C=C/c2cc(OC)c(OC)c(OC)c2)cc1OC	-1	1	7	2	-6	0	5	4	0	-4
CN(CC(=O)Nc1c(Cl)cccc1Cl)C(=O)C1CC(=O)N(Cc2ccccc2)C1 (stereo not given)	-7	7	-5	6	1	1	-3	4	-3	-12
COCCn1c(=S)[nH]c2cc(C(=O)N3CCN(c4ccccc4OC)CC3)ccc2c1=O	-6	-3	5	4	3	-5	-6	0	-2	0
C/C(=C/C#N)Nc1ccc(C)cc1	-6	1	-3	-6	-1	-1	2	1	4	3
Cc1cc(C(=O)N(C)CC(=O)Nc2ccc(F)c(F)c2F)no1	-4	0	3	-1	-5	-1	1	3	1	11
COc1ccccc1NC(=S)N1CCN(c2ccc(F)cc2)CC1	3	2	3	-1	1	2	10	-1	-1	6
O=C(CSc1n[nH]c(-c2ccccn2)n1)Nc1ccccc1	-9	-10	-2	3	6	1	2	3	-1	-11
Cc1c[n+](CC(=O)c2ccccc2)cs1	12	-1	1	-2	2	-2	0	-1	16	0
COCCNC(=O)C(=O)NNS(=O)(=O)c1ccc(Cl)cc1	-4	-1	2	-11	0	0	-3	0	4	6
COc1cccc(N/C(SCc2ccccc2C)=C(/C#N)C(=O)NCc2cccs2)c1	-3	0	-2	-47	5	1	-5	1	0	-4
CCC(=O)Nc1ccc(C(=O)NNC(=O)c2cc([N+](=O)[O-])cc([N+](=O)[O-])c2)cc1	-1	-2	3	3	4	3	-1	1	-2	6

An excerpt from above with just SIAE inh:
SMILES | SIAE inh
CCC(=O)Nc1ccc(C(=O)NNC(=O)c2cc([N+](=O)[O-])cc([N+](=O)[O-])c2)cc1 | -1
COCCNC(=O)C(=O)NNS(=O)(=O)c1ccc(Cl)cc1 | -3
Cc1cc(C(=O)N(C)CC(=O)Nc2ccc(F)c(F)c2F)no1 | 1

Additional compounds follow.
SMILES	TCR-CD3 inh	NPR2 activator	MBD2 DNA inh	HTRA1 inh	rCAG binder	NPR1 activator	SIAE inh	UHRF1 MBD2 ctr	PRMT1 inh	ABHD4 inh
CCOC(=O)N1CCN(C(=O)c2c(-c3ccccc3)noc2C)CC1	4	-7	-1	-2	-1	-2	1	0	2	2
NC(=O)Cn1nc([N+](=O)[O-])nc1Oc1ccccc1C(=O)N1CCOCC1	-1	0	12	1	0	4	-10	7	9	-20
COc1ccc(CCNC(=O)CS(=O)(=O)Cc2nc(-c3ccccc3Cl)oc2C)cc1OC	2	-2	3	-9	0	0	-1	0	2	4
COc1ccc(Oc2coc3c(CN(C)C)c(O)ccc3c2=O)cc1	4	4	-1	3	2	-1	1	-2	-1	2
O=[N+]([O-])c1cc(-c2nc3nc4ccccc4nc3n2CCc2ccccc2)cc([N+](=O)[O-])c1	-8	-4	8	5	0	26	4	1	4	-4
O=C(CC1NCCNC1=O)Nc1cc(Cl)cc(Cl)c1 (stereo not given)	-1	4	-5	-8	4	6	-5	-2	-1	-7
Cc1nn(Cc2nnc(SCC(=O)Nc3ccc(Cl)cc3)n2C)c(C)c1[N+](=O)[O-]	4	-3	3	/	1	-6	0	2	-3	-1
CCC(=O)c1ccc(OCC(=O)N(C)CC(=O)Nc2cccc(F)c2)cc1	1	-3	-5	-18	0	-5	-5	-2	0	-4
COc1ccc(NC(=O)COc2ccc(/C=N/NC(=O)c3cccnc3)cc2OC)cc1	2	5	-8	-6	-5	1	-7	7	-4	-6
COc1ccc(CC(=O)N(C)Cc2ccc(C(C)(C)C)cc2)cc1S(=O)(=O)N1CCOCC1	8	-7	4	-3	-6	-9	2	1	-3	-1
O=C(NCc1ccco1)c1cccc(-c2ccc3nncn3c2)c1	1	0	0	/	2	-2	5	-3	2	4
CCOCCCNC(=O)c1cccc(OC2CCN(S(C)(=O)=O)CC2)c1	4	-5	-2	4	-8	-2	3	3	-1	-2
Cc1ccc(C2(C)NC(=O)N(CC(=O)N3CCN(S(=O)(=O)c4cccs4)CC3)C2=O)cc1 (stereo not given)	-9	4	-3	-3	0	5	-1	1	3	3
COc1cc(OC)c(C(=O)Oc2ccc3c(c2)OCO3)cc1OC	-11	-7	4	-1	-1	5	3	6	2	0
CCOC(=O)c1c(NC(=O)CCS(=O)(=O)c2ccccc2)sc2c1CC(C)(C)NC2(C)C	5	-1	2	0	-5	5	-4	-2	4	3
C=CCn1c(-c2ccccc2)nc(=S)c2c1CCCC2	-10	3	0	2	3	1	4	9	14	5
Cc1nn(Cc2ccccc2)c(C)c1NS(=O)(=O)c1ccccc1	4	0	-1	5	-3	-1	-6	1	1	-3
COc1ccc(-c2csc(C3=C(O)CN(CCCN4CCCC4=O)C3=N)n2)cc1OC	-2	-2	1	-3	3	0	-3	3	6	-1
CC(C)COc1ccc(C(=O)Nc2ccc(SC(F)F)cc2)cc1	2	-9	1	-9	-4	0	-3	0	3	0
O=C(Nc1ccc2c(c1)OCCO2)c1ccoc1	0	6	5	-4	-3	-1	3	3	0	-2
CCN(CC)CCOC(=O)c1cccc(Cl)c1	5	7	-6	-2	-1	-1	-2	0	-2	0

Screening results from PubChem BioAssay.
